KLK7 zymogen act – activates the human kallikrein-7 zymogen. 0.9% of 370,000 active. AID 652039. purified proKLK7, EDANS-DABCYL substrate fluorescence; 100% is mature enzyme control, 0% vehicle. activation, % at 7 µM;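 active = activation above the mean of all tested compounds plus 3 SD, computed per campaign excluding outliers beyond control limits, cut at about 13% in these data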
Rev-erbA mod – Rev-erb alpha (human) modulation; P20393; Rev-erbα–FITC-DNA binding, fluorescence polarization, 90 min; activity, % at 10 µM; 0.79% of 370,000 active; AID 1259318;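 active = activity above about 14%, limit read from the data; passing the limit was not always enough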;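 note: 0% = DMSO wells with 35 nM protein and 100% = DMSO wells with 750 nM protein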
DDE Tn7 FP inh – disrupts Tn7 cyclic peptide binding to fibrin D-Dimer-E complex; P02675; FP displacement of FITC-Tn7 peptide from fibrin DD(E); 0% = median of compound wells per plate; inhibition, % at 8.3 µM; 0.13% of 370,000 active; AID 720508;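 active = inhibition above the mean of compounds falling within the control limits plus 3 SD of them, cut at about 14% in these data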;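 note: 0% = plate median of compound wells and 100% = 10 µM Aha-Tn7 peptide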
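Assay system: human fibrin DD(E). Input: DD(E) 2 µM final. Medium: Tris buffer with calcium and detergent, pH 7.8. Compound dosing: single point at 8.3 µM. Timing: 10 min plus 3 h, room temperature. Technique: fluorescence polarization of the labelled Tn7 tracer. Read-out: percent inhibition. Replicates: singlicate testing.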
HGIII-sPLA2 inh – Blocks human group III sPLA2 activity. AID 743126. Q9NZ20. inhibition, % at 12.2 µM. 0.56% of 370,000 active. QFRET BODIPY PC-A2 liposome hydrolysis, fluorescence;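 active = inhibition above mean plus 3 SD of compounds lying within the high and low control bounds, cut at about 19% in these data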;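 note: 0% = median of test compound wells and 100% = no enzyme DMSO wells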
PLCg1 inh – blocks human PLC-gamma1 enzyme activity. P19174. purified PLC-gamma1, fluorogenic substrate, fluorescence. inhibition, % at 12.2 µM. 0.84% of 370,000 active. AID 720700; in the data active = inhibition above about 9.5%
Tn6 DDE FP – DD(E)-Tn6 binding inhibition, primary FP screen; 0.21% of 370,000 active; AID 720509; Fibrin DD(E) TRITC-Tn6 fluorescence polarization displacement; inhibition, % at 8.3 µM; P02675;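 active = inhibition above a per-campaign cutoff: mean of compounds within control limits plus 3 SD, cut at about 15% in these data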;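 note: 0% = median of all compound wells on the plate and 100% = blocking peptide control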
PLCb3 inh – inhibitors of human phospholipase C beta3; Purified PLC-beta3, fluorogenic substrate, fluorescence; Q01970; 0.18% of 370,000 active; inhibition, % at 12.2 µM; in the data active = inhibition above about 11%;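 note: 0% = median of compound wells on plate and 100% = full blocker control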
UHRF1 binding – blocks human UHRF1 binding to methylated DNA | Q96T88 | UHRF1 binding to methylated oligo, TR-FRET | inhibition, % at 4.4 µM | 0.75% of 370,000 active | AID 687016; in the data active = inhibition above about 21%;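 note: UHRF1 SRA domain binding a hemimethylated CpG hairpin DNA probe; 0% = median of test compound wells and 100% = reference inhibitor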
Target sequence (Q96T88 whole entry, looked up, the tested form may be a part): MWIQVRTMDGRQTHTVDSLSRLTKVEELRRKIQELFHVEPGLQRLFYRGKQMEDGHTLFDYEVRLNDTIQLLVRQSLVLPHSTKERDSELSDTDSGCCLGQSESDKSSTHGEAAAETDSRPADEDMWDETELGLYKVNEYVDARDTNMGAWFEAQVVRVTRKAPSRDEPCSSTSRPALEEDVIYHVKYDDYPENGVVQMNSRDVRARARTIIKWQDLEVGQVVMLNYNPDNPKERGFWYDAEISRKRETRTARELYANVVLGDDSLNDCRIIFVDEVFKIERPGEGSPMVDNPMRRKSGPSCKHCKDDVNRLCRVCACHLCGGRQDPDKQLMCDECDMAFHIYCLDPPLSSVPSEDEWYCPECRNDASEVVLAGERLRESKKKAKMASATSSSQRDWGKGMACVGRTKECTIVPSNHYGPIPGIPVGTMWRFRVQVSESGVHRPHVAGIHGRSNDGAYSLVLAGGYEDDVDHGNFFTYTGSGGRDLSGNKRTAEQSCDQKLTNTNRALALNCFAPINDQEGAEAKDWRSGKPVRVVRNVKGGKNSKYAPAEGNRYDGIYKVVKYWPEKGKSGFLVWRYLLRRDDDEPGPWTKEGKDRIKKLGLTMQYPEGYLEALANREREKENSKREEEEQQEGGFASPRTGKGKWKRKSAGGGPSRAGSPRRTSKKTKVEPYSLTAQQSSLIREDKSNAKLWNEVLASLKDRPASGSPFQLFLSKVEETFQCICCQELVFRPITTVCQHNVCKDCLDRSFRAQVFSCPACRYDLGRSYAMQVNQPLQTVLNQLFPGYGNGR
ARFGAP1 inhibitor – rat ARFGAP1 inhibition | Q62848 | Arfgap1-stimulated ARF1 GTP hydrolysis, GDP FP detection | inhibition, % at 16.5 µM | 0.26% of 360,000 active;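 active = inhibition above a per-plate limit, mean inhibition of low control wells plus 3 SD, cut at about 25% in these data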;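 note: 0% = DMSO wells with enzyme and 100% = wells lacking Arfgap1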
Target sequence (Q62848 1-136 limits assumed): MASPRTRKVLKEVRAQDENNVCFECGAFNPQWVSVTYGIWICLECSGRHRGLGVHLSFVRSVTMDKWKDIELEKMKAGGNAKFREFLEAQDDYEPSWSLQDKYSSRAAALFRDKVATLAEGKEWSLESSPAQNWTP
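Material: rat Arfgap1 GAP domain (His6, aa 1-136), purified enzyme. Also added: human ARF1(Δ1-17)-GTP substrate. Compound dosing: 16.5 µM single point, 1.26% DMSO. Timing: enzyme reaction 120 min at 25 °C after 20 min preincubation. Signal: GDP detection by fluorescence polarization. Read-out basis: percent inhibition of GAP-stimulated GDP formation, scaled between DMSO and no-Arfgap1 medians.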
ASAP1 inh – ASAP1 ArfGAP inhibition | 0.19% of 360,000 active | ASAP1-stimulated ARF1 GTP hydrolysis, GDP FP detection | inhibition, % at 16.5 µM | AID 624377 | Q9ULH1; in the data active = inhibition above about 25%;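 note: 0% = vehicle with enzyme and substrate and 100% = no enzyme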
* hit, by the source's call; i = inactive.

nr	DDE Tn7 FP inh	UHRF1 binding	PLCb3 inh	ARFGAP1 inhibitor	HGIII-sPLA2 inh	PLCg1 inh	ASAP1 inh	Tn6 DDE FP	KLK7 zymogen act	Rev-erbA mod	SMILES
1	-2	2	1	0	2	2	3	5	0.6	6	Cc1cc(C(=O)N2CCCC(CO)(Cc3ccc(F)cc3F)C2)nn1C (stereo unspecified)
2	-4	-2	-6	-2	0	0	12	-2	0.6	0	O=C(Cn1ncc2c([nH]c3ccccc32)c1=O)Nc1cccnc1
3	2	1	-8	2	3	-2	6	3	-0.1	-6	CN(Cc1nccs1)C(=O)c1ccc(OC2CCN(Cc3ccccn3)CC2)cc1
4	-5	-3	2	9	-3	3	5	6	1.1	-2	NC(=S)NNC(=O)Nc1cccc(Cl)c1
5	1	-1	2	12	3	0	-2	2	-0.9	0	C=CCN1C(=O)CN=C1Nc1ccccc1
6	-6	0	-22	18	-1	-9	7	-1	0.6	-2	CCOC(CNc1cc(C)nc2c(-c3ccccc3OC)c(C)nn12)OCC
7	-6	-2	2	0	-5	2	13	-2	-0.1	-3	Nn1c(SCC(=O)Nc2ccc(Oc3ccccc3)cc2)nnc1C1CC1
8	-1	1	-5	0	-1	-2	-5	-6	0.1	3	CCOc1ccc(C(=O)N(Cc2ccccc2)c2cccc(C)c2)cc1OC

(further entries)
nr	DDE Tn7 FP inh	UHRF1 binding	PLCb3 inh	ARFGAP1 inhibitor	HGIII-sPLA2 inh	PLCg1 inh	ASAP1 inh	Tn6 DDE FP	KLK7 zymogen act	Rev-erbA mod	SMILES
9	-1	5	2	-4	-3	0	-8	-5	0.2	1	C=CCn1c(SCc2c(C)noc2C)nc2sc3c(c2c1=O)CCCC3
10	-10	4	1	20	-6	6	-6	4	0.5	-2	CCS(=O)(=O)NCC(c1ccco1)N1CCN(c2ccc(F)cc2)CC1 (stereo unspecified)
11	-2	-3	-2	8	-5	1	-2	5	0.6	-31	CN(Cc1ccccc1)C(=O)[C@@H]1CCCN1C(=O)[C@@H]1CCCN1C(=O)c1cccc2ccccc12
12	-3	-3	-1	-6	-8	-1	2	0	0.1	1	Cc1ccccc1/C=N/NC(=O)Cc1ccc(Cl)cc1
13	-9	2	-1	0	2	0	7	-2	0.2	4	Oc1ccccc1C1Nc2cccc3cccc(c23)N1
14	-1	-1	2	5	-3	6	1	-12	0.8	-6	CCc1nnc(NC(=O)CSc2nnc(-c3c[nH]c4ccccc34)n2CCOC)s1
15	-1	6	-16	27*	-12	-9	14	-6	0.1	2	Cc1cc(-c2cc(NC=O)c3ncc(-c4cccc(C(=O)NCCN(C)C)c4)n3c2)cc(C)c1O
16	0	2	i	3	-16	i	-2	-1	76*	5	CN1CCN(CCCNC(=O)c2ccc3c(c2)N(Cc2ccc(F)cc2)CCS3)CC1

New compounds follow.
nr	DDE Tn7 FP inh	UHRF1 binding	PLCb3 inh	ARFGAP1 inhibitor	HGIII-sPLA2 inh	PLCg1 inh	ASAP1 inh	Tn6 DDE FP	KLK7 zymogen act	Rev-erbA mod	SMILES
17	1	4	3	-5	2	4	-2	5	0.0	0	O=C1C2C3C=CC(C3)C2C(=O)N1Cc1cccnc1 (stereo unspecified)
18	1	2	-4	8	5	4	-2	0	0.2	4	CCOC(=O)c1c(C)[nH]c(C)c1S(=O)(=O)N1CCN(C(=O)c2ccco2)CC1
19	1	8	-10	-5	-12	2	6	-5	-0.3	3	O=C(CCNS(=O)(=O)c1ccc(Br)cc1)N1CCCCCCC1
20	-2	2	-5	4	-17	1	-7	-5	-0.6	0	O=C(O)c1sccc1SCc1ccc(Cl)c(Cl)c1
21	2	-1	1	-15	-4	1	-3	-4	-0.2	-1	COCCCN1C(=O)C(CC(=O)NCc2cccs2)CC(C(=O)N(C)C)=C1C (stereo unspecified)
22	-3	-5	-87	-6	2	-74	-6	4	4.7	6	COc1cccc(-c2nnc(-c3ccc(C)o3)o2)c1
23	5	0	0	-17	-2	1	5	2	0.3	2	Cc1c(N2C(=O)SC(CC(=O)O)C2=O)c(=O)n(-c2ccccc2)n1C (stereo unspecified)
24	-2	-2	-4	-1	-3	3	4	2	-0.2	3	CC(C)C(NC(=O)CCN1C(=O)c2ccccc2C1=O)c1ccccc1 (stereo unspecified)

Going on with the list.
nr	DDE Tn7 FP inh	UHRF1 binding	PLCb3 inh	ARFGAP1 inhibitor	HGIII-sPLA2 inh	PLCg1 inh	ASAP1 inh	Tn6 DDE FP	KLK7 zymogen act	Rev-erbA mod	SMILES
25	6	-2	1	5	-4	3	-10	-11	0.0	0	COc1cc2ccccc2cc1C(=O)Nc1ccc(C)cn1
26	-10	7	-5	-5	1	2	1	-15	-0.1	0	Fc1ccc(-c2nnc(CSc3nnc(-c4ccc5c(c4)OCO5)o3)o2)cc1
27	2	-6	-1	-7	-3	0	0	-5	0.4	-5	C/C(=N\OC(=O)NC(C)C)c1sc(-c2ccccc2)nc1C
28	0	1	3	-2	4	2	-3	-3	0.3	-2	O=C(O)CCCc1nc2ccccc2s1
29	-7	-1	1	21	4	6	1	-34	0.1	7	O=c1cc(-c2ccc(O)c(-c3c(O)cc(O)c4c(=O)cc(-c5ccc(O)cc5)oc34)c2)oc2cc(O)cc(O)c12
30	0	-2	-5	3	0	-2	2	7	-6.0	-4	O=C(CN1CCCc2ccccc21)N/N=C/c1ccccc1O
31	-7	2	-2	6	6	6	11	3	-0.5	-8	CC1CCCC(C)N1S(=O)(=O)c1ccc(S(=O)(=O)N2CCOCC2)cc1 (stereo unspecified)
32	-10	0	2	8	4	3	5	-2	-0.1	-4	Cn1c(/C=C/N(Cc2ccccc2)c2ccccc2)c([N+](=O)[O-])c(=O)n(C)c1=O

Continued:
nr	DDE Tn7 FP inh	UHRF1 binding	PLCb3 inh	ARFGAP1 inhibitor	HGIII-sPLA2 inh	PLCg1 inh	ASAP1 inh	Tn6 DDE FP	KLK7 zymogen act	Rev-erbA mod	SMILES
33	-5	6	-15	10	4	-8	0	4	0.3	-7	COc1ccc(-n2c(C)cc(-c3csc(N)n3)c2C)cc1
34	1	-2	-3	-6	-14	-1	-10	-1	-0.4	-1	CC1(C(=O)NS(=O)(=O)c2cccc(Cl)c2)CCN1C(=O)Cc1ccc(Cl)cc1Cl (stereo unspecified)
35	-8	2	-2	3	8	1	5	-7	-0.2	0	Cc1ccc(NC(=S)NC2CC3CCC(C2)N3Cc2ccco2)c(C)c1 (stereo unspecified)
36	0	-1	-11	-5	9	4	0	-7	0.0	3	O=C(/C=C/c1ccc(Cl)cc1Cl)OCC(=O)N1CCCC1
37	-2	-1	4	2	3	1	7	3	0.9	-2	CCN(CC)C(=O)[C@H]1CC(CC(=O)NCCN2CCOCC2)C(=O)N2CCc3c([nH]c4ccccc34)[C@]12C (stereo partly specified)
38	-9	2	-88	8	14	-64	-22	-3	0.8	-3	CC(=O)c1ccc(Nc2nc(C(N)C(C)C)cs2)cc1 (stereo unspecified)
39	-5	-2	5	-2	1	-1	-1	6	0.4	1	Cc1c(NC(=O)COC(=O)C2(c3ccc(F)cc3)CCCC2)c(=O)n(-c2ccccc2)n1C
40	1	1	-1	9	13	1	3	0	-0.3	2	CCc1cc(C(=O)NNC(=S)NC2CCCCC2)cs1

(list continues)
nr	DDE Tn7 FP inh	UHRF1 binding	PLCb3 inh	ARFGAP1 inhibitor	HGIII-sPLA2 inh	PLCg1 inh	ASAP1 inh	Tn6 DDE FP	KLK7 zymogen act	Rev-erbA mod	SMILES
41	-5	1	-2	-7	-5	-1	-2	-11	0.2	5	O=C(OCc1cc2ccccc2[nH]c1=O)C1CCCCC1
42	2	-2	1	-2	3	-2	-1	4	-0.2	-7	O=C(O)[C@H](Cc1ccccc1)N1C(=O)c2ccncc2C1=O
43	0	-5	-16	12	12	-11	0	6	0.9	-12	Cn1c(N)c(C(=O)N/N=C/c2ccccc2)sc1=S
44	-4	-2	-14	-5	17	-13	10	-13	-0.3	-1	Clc1ccc(-c2csc(NNC3=NCCCCC3)n2)cc1
45	-4	-2	-20	5	-7	-19	6	-4	0.3	2	COc1ccc(-n2c3c(c(=O)[nH]c2=O)C(C(F)(F)F)(C(F)(F)F)N=C(CC(C)C)N3)cc1
46	-7	-1	-5	-2	1	0	-10	-1	-0.3	-9	O=C(c1ccc(C(F)(F)F)cc1)C1CCCN(C(=O)Cn2cncn2)C1 (stereo unspecified)
47	-4	2	-60	7	3	-37	2	8	-1.1	2	COc1ccc(OC)c2c1cc(C(=O)N[C@H](C(=O)N1CCC(C(=O)O)CC1)C(C)C)n2C
48	5	-3	-12	0	-10	-1	0	-9	-0.3	-5	Cc1cc(C)cc(NC(=O)c2cc(C)n(Cc3cccs3)c2C)c1

Complete entries, quoted from the list. Screens in order: DDE Tn7 FP inh | UHRF1 binding | PLCb3 inh | ARFGAP1 inhibitor | HGIII-sPLA2 inh | PLCg1 inh | ASAP1 inh | Tn6 DDE FP | KLK7 zymogen act | Rev-erbA mod
Shown for `CCS(=O)(=O)NCC(c1ccco1)N1CCN(c2ccc(F)cc2)CC1` (stereo unspecified) → -10 | 4 | 1 | 20 | -6 | 6 | -6 | 4 | 0.5 | -2
Shown for `CN1CCN(CCCNC(=O)c2ccc3c(c2)N(Cc2ccc(F)cc2)CCS3)CC1` → 0 | 2 | i | 3 | -16 | i | -2 | -1 | 76* | 5
Shown for `O=C(CCNS(=O)(=O)c1ccc(Br)cc1)N1CCCCCCC1` → 1 | 8 | -10 | -5 | -12 | 2 | 6 | -5 | -0.3 | 3

A second format for part of the listing above:
Second line of a record – DDE Tn7 FP inh, UHRF1 binding, PLCb3 inh, ARFGAP1 inhibitor, HGIII-sPLA2 inh, PLCg1 inh, ASAP1 inh, Tn6 DDE FP, KLK7 zymogen act, Rev-erbA mod
[42] O=C(O)[C@H](Cc1ccccc1)N1C(=O)c2ccncc2C1=O
  2, -2, 1, -2, 3, -2, -1, 4, -0.2, -7
[43] Cn1c(N)c(C(=O)N/N=C/c2ccccc2)sc1=S
  0, -5, -16, 12, 12, -11, 0, 6, 0.9, -12
[44] Clc1ccc(-c2csc(NNC3=NCCCCC3)n2)cc1
  -4, -2, -14, -5, 17, -13, 10, -13, -0.3, -1

Next section.
nr	DDE Tn7 FP inh	UHRF1 binding	PLCb3 inh	ARFGAP1 inhibitor	HGIII-sPLA2 inh	PLCg1 inh	ASAP1 inh	Tn6 DDE FP	KLK7 zymogen act	Rev-erbA mod	SMILES
49	4	0	-2	3	2	-5	9	7	-0.6	-5	CCCc1nn(C)c(C(=O)Nc2cccc3ccccc23)c1Cl
50	-5	1	-7	6	0	-5	0	2	0.2	-5	COc1cc(NC(=O)CSc2ncnc3sc4c(c23)CCCC4)c(C(=O)O)cc1OC
51	0	5	-5	1	-4	4	-5	2	0.3	-1	Cc1cc(NC(=O)C(C)SCC(=O)Nc2nnc(CC(C)C)s2)no1 (stereo unspecified)
52	3	1	-17	-8	-4	-16	-9	0	0.2	-1	Cc1ccnc(NC(c2ccccc2O)c2oc(CO)cc(=O)c2O)c1 (stereo unspecified)
53	6	-2	0	4	-2	-1	-5	8	0.1	-6	COc1ccc(S(=O)(=O)NCc2ccccn2)cc1NC(=O)c1ccc(C)cc1

Bioassay records from PubChem.
